# APJ ag: agonists of human APJ apelin receptor; P35414; CHO-K1 APJ PathHunter beta-arrestin, luminescence; 0% DMSO wells, 100% apelin; activation, % at 20 µM; 0.11% of 330,000 active; AID 2520;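 active means activation more than six SD over the plate average, tested at 20 µM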;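 further: 0% = DMSO alone and 100% = apelin-13 at 10 nM; some results filed as inactive read as strong as hits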
# Target sequence (P35414 whole entry, looked up): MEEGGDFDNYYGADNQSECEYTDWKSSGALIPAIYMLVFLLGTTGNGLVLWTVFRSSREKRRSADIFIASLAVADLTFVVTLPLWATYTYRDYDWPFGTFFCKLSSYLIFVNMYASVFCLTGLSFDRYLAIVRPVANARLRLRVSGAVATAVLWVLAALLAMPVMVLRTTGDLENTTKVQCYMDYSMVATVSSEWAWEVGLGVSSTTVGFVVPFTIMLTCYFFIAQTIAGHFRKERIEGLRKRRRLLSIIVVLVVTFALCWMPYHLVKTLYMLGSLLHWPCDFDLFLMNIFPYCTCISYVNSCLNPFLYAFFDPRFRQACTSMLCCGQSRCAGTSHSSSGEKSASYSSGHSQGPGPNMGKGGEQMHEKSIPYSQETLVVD
#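 Test system: CHO-K1 APJ beta-arrestin complementation cell line. Amount: cell density 1000 per well. Controls: DMSO negative, 10 nM Apelin-13 positive. Signal: luminescent beta-gal fragment complementation, chemiluminescent substrate. Read-out basis: agonist-driven arrestin binding to APJ. Timing: compound stimulation 90 min at 25 °C, detection 60 min.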
# APJ antag: antagonists of human APJ apelin receptor; 0.32% of 330,000 active; CHO-K1 APJ beta-arrestin complementation, luminescence; P35414; inhibition, % at 20 µM;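 active means inhibition above about 40% at 20 µM, limit read from the data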;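 further: cells challenged with 10 nM apelin-13 agonist together with compound; plate controls were apelin-13 plus DMSO wells for no effect and DMSO wells lacking apelin-13 for full effect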
# XBP1 UPR activ: activators of adaptive arm of unfolded protein response (XBP1); AID 463104; activation, % at 20 µM; 0.33% of 330,000 active; CHO-XBP1 luciferase reporter, IRE1-XBP1 UPR activation, luminescence; percent of tunicamycin response, DMSO as zero;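 active means versus positive control, 20 µM dose yields 30% or more activation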;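 further: 100% = tunicamycin at 10 µg/mL and 0% = DMSO only wells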
#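 Material: IRE1-XBP1 luciferase reporter CHO line / Quantity: one thousand reporter cells per well / Buffer or medium: F12 with 10% serum / Compound: 20 µM single concentration, DMSO 1% / Times: 6 h treatment, 37 °C / Detection: Steady-Glo luciferase glow luminescence, 10 min after reagent addition / Benchmarks: tunicamycin high, DMSO low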
# Mdm2 MdmX PPI: disrupts the human Mdm2-MdmX interaction | O15151+Q00987 | SaOS-2 split-luciferase Mdm2/MdmX complementation, luminescence | inhibition, % at 8 µM | 3% of 330,000 active | AID 485346;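 active means inhibition of at least 50% at 8 µM in the primary screen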
# CXCR6 inh: inhibitors of human CXCR6 receptor; inhibition, % at 20 µM; O00574; CHO-K1 PathHunter CXCR6 beta-arrestin, luminescence; 0.36% of 360,000 active; in the data active means inhibition above about 34%, passing the limit was not always enough;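 further: antagonist mode with CXCL16 agonist at 10 nM final; 0% = 10 nM CXCL16 with DMSO and 100% = unstimulated wells without agonist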
# Target sequence (O00574 whole entry, looked up): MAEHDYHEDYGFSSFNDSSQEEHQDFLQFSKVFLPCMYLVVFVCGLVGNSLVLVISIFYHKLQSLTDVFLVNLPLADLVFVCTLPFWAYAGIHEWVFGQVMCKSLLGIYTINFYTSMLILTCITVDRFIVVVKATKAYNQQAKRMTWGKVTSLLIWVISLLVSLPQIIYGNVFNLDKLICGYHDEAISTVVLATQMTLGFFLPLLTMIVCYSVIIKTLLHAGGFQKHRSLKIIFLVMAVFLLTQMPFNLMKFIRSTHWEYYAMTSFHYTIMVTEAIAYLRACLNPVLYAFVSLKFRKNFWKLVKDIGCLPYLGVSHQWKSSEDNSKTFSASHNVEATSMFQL
# UPR CHOP act: activators of apoptotic arm of unfolded protein response (CHOP); CHO-CHOP luciferase reporter, UPR activation, luminescence; percent of tunicamycin response over DMSO baseline; activation, % at 10 µM; 0.34% of 330,000 active; AID 449763;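 active means at 10 µM dose, activation of 40% or more, normalized to positive control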;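 further: 100% = tunicamycin at 10 µg/mL and 0% = DMSO alone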
#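 Evaluation: % reporter activation, DMSO baseline versus tunicamycin full activation; System: CHO-CHOP luciferase reporter cell line; Input: 500 cells/well; Incubation: 6 h compound treatment, 37 °C; Measured by: Steady-Glo luciferase luminescence; Dosing: one dose, 10 µM in 0.5% DMSO; Buffer or medium: F12 medium, 10% FBS; Benchmarks: positive tunicamycin 10 µg/mL, negative DMSO alone.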
# tim10-1 inh: growth inhibitors of tim10-1 mutant yeast. S. cerevisiae tim10-1 ts strain growth, BacTiter-Glo, 24 h. inhibition, % at 20 µM. 2.2% of 330,000 active. AID 463190;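 active means inhibition of at least 40%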;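 further: mutant grown at 25 °C; 0% = DMSO wells with yeast and 100% = wells holding no yeast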
# tim23-1 inh: tim23-1 yeast growth inhibition; S. cerevisiae tim23-1 growth, BacTiter-Glo luminescence, 24 h; inhibition, % at 20 µM; 1.3% of 330,000 active; AID 463212;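 active means growth inhibition of the mutant yeast at or above 50%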;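 further: temperature-sensitive mutant grown at 25 °C; plate controls were DMSO-treated mutant yeast for no effect and medium wells lacking yeast for full effect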
# TIM10 inh: TIM10 yeast growth inhibition. S. cerevisiae TIM10 strain growth, BacTiter-Glo luminescence, 24 h. inhibition, % at 10 µM. 1.4% of 330,000 active;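 active means inhibition of 40% or more at the single tested concentration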;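 further: wild-type TIM10 isogenic control strain grown at permissive 25 °C; 0% = DMSO yeast wells and 100% = minimal medium wells without yeast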
# Starred values were filed as active, the others as inactive; . = no result given; & = joins results of further samples.
SMILES,APJ ag,APJ antag,XBP1 UPR activ,Mdm2 MdmX PPI,CXCR6 inh,UPR CHOP act,tim10-1 inh,tim23-1 inh,TIM10 inh
CN(C(=O)COC(=O)CNC(=O)c1ccc2ccccc2c1)c1c(N)n(Cc2ccccc2)c(=O)[nH]c1=O,-2,9,-2,-14,4,-0.1,0,5,12
Cc1ccc(-c2nnc(SCC(=O)NC3CCCC3)n2C)cc1,-5,20,1,-2,3,0.0,-13,0,11
O=C(Nc1ccc(Cl)c(Cl)c1)N(Cc1cccnc1)Cc1ccco1,-1,11,-4,6,3,-1.8,-26,-187,22
O=C(C1CCCCC1)N1CC(=O)N2CCc3ccccc3C2C1 (stereo not given),-4,6,-4,23,.,-0.1,17,18,10
Cc1cc(C)c2[nH]c(=O)c(CN(Cc3ccc4c(c3)OCO4)Cc3nnnn3C3CCCC3)cc2c1,5,5,-4,4,6,1.5,11,25,21
COc1ccccc1CNC(=O)CCc1nnc2ccc(NCCCN3CCCC3=O)nn12,6,11,-3,17,9,-1.0,17,5,8
O=C(Nc1ccc(F)cc1F)c1cc(Cl)sc1Cl,-2,16,-1,-23,9,0.9,-1,3,14
CC(C(=O)NCCc1nc2ccccc2[nH]1)n1cc([N+](=O)[O-])cn1 (stereo not given),3,1,0,-2,5,1.9,-2,2,9
C[C@]12C(=O)N(c3ccc(Br)cc3)C(=O)N1[C@H]1c3ccccc3OC[C@@H]1[C@H]2c1ccccc1,-1,11,5,13,-3,0.5,9,34,4
CN(Cc1ccccc1)C(=O)c1ccc(NC(=O)Cc2cccc(NC(=O)C3CCCN(C(=O)C4CCCC4)C3)c2)cc1 (stereo not given),0,9,-2,-19,-1,-0.1,13,7,-5
CCOC(=O)c1ccc(NC(=O)c2cc(C)nc3ccccc23)cc1,1,-18,-6,-6,0,2.4,-13,-3,-9
Cc1ccnc(NS(=O)(=O)c2ccc(NC(=O)/C=C/c3cccs3)cc2)n1,-2,-3,0,2,0,0.0,8,14,16
O=C(NCCN1CCOCC1)c1sc2ccccc2c1Cl,-5,-22,-2,-29,-5,0.0,15,20,-15
Cn1c(=O)cc(OCCCC(=O)N2CCCCC2)c2ccccc21,0,3,1,49,0,-2.7,23,21,-3
COc1ccc(S(=O)(=O)N2CCOC2CNC(=O)C(=O)NCCc2ccccc2)cc1 (stereo not given),-2,-4,-1,11,3,-0.1,11,4,10
O=[N+]([O-])c1cncc([N+](=O)[O-])c1Nc1cccc(O)c1,12,-13,-5,33,-11,-3.1,8,5,-11
CC(C)NC(=O)CN1C(=O)NC(CCc2ccccc2)C1=O (stereo not given),-3,-12,0,5,-6,1.1,-6,-5,-1
CCOC(=O)C1C(=O)OC(C)(C)C1C(C)C(=O)c1ccc(C)cc1C (stereo not given),-3,10,-5,17,9,-1.0,15,27,8
CCCCNC(=O)c1ccc(NC(=O)C2CCCO2)cc1 (stereo not given),-1,-3,2,-8,-10,1.4,7,8,-29
COc1cccc2c1nc(C)c1cc(C)oc12,2,-1,4,18,6,0.9,21,17,6
Cc1ccc([C@@H]2[C@@H]3C(=O)N(c4ccccc4)C(=O)[C@@H]3[C@]3(Cc4ccccc4)C(=O)N(CC4CC4)CC(=O)N23)o1,-6,0,-1,17,1,-1.4,-12,-5,-13
COCCOc1cc(N2C(=O)CSCC2=O)c(Cl)cc1Cl,-5,-16,0,21,2,0.2,7,-3,-8
O=C(Nc1ccc(-c2noc(COc3ccccc3Cl)n2)cc1)c1ccco1,-3,-10,-1,-10,-4,1.6,9,26,20
COc1ccc(CNC(=O)C(c2ccco2)N(C(=O)c2ccccn2)c2ccccc2)cc1 (stereo not given),0,-1,-7,22,-3,-0.3,11,22,3
CN(CC(=O)Nc1ccc(Cl)c(C(F)(F)F)c1)Cc1cc(=O)n2ccsc2n1,3,-5,3,23,0,0.2,2,-29,12
COc1ccc(-c2cc(C(=O)NC(Cc3cc4ccccc4[nH]3)C(=O)O)c(C)o2)cc1OC (stereo not given),-1,3,-1,-3,-5,-0.9,27,19,5
Cc1c(C(=O)NCC(C)(C)N2CCOCC2)oc2ccccc12,-3,-1,-3,11,-4,0.2,8,12,-2
Cc1ccc(/C=N/NC(=O)CNC(=O)Cc2ccccc2)o1,-2,-3,0,15,10,-1.5,1,7,-10
O=c1c2cn(Cc3ccc(F)cc3)c3ccccc3c-2nn1Cc1ccc(F)cc1,-1,-10,0,-41,-3,4.7,-46,-30,-29
Oc1[nH]c2ccccc2c1N=Nc1c(F)c(F)c(C(F)(F)F)c(F)c1F,0,15,-5,-2,-8,3.7,3,2,8
Cn1cnc(C(F)(F)F)c1-c1ccc([N+](=O)[O-])cc1,-2,-21,1,-12,-6,0.3,9,14,16
O=C(CNC(=O)c1cccc(OC(F)F)c1)Nc1ccc(Cl)cc1,0,-12,-2,-12,-10,0.0,-41,-2,-16
CCOC(=O)c1c2c(c(=S)n(-c3ccccc3)c1N)CCC2,-7,8,5,35,10,-0.5,54*,58*,0
Cc1ccc(-c2ccc(/C=N/n3cnnc3)o2)cc1,2,-15,2,-20,-1,-0.8,27,4,14
CCCCn1c(N)c(N(CCOC)C(=O)COC(=O)COc2c(C)cc(C)cc2C)c(=O)[nH]c1=O,-3,10,-1,-2,0,-1.0,-6,-2,-5
CCn1c2ccccc2c2cc(NC(=O)N3CCOCC3)ccc21,2,-17,1,-5,-9,5.2,-9,5,-22
O=C(NC1CCCCC1)c1ccc(N2CCCC2=O)cc1,-7,9,1,-8,-1,2.0,12,-3,11
CS/C(=C\[N+](=O)[O-])Nc1ccccc1,-4,1,-7,-10,3,0.4,25,20,19
COc1ccc(C2CC(c3cccs3)=NN2C(=O)CSc2nc(=O)n3ccccc3n2)cc1 (stereo not given),6,4,2,22,6,-0.6,23,15,4
COCCCNC(=O)c1c(-c2ccccc2)noc1C,-4,3,3,9,6,-2.2,-8,-5,1

# Quoted at random: two entries already listed, in no set order.
SMILES,APJ ag,APJ antag,XBP1 UPR activ,Mdm2 MdmX PPI,CXCR6 inh,UPR CHOP act,tim10-1 inh,tim23-1 inh,TIM10 inh
COCCCNC(=O)c1c(-c2ccccc2)noc1C,-4,3,3,9,6,-2.2,-8,-5,1
CCCCn1c(N)c(N(CCOC)C(=O)COC(=O)COc2c(C)cc(C)cc2C)c(=O)[nH]c1=O,-3,10,-1,-2,0,-1.0,-6,-2,-5

# Following part.
SMILES,APJ ag,APJ antag,XBP1 UPR activ,Mdm2 MdmX PPI,CXCR6 inh,UPR CHOP act,tim10-1 inh,tim23-1 inh,TIM10 inh
CCOc1ccc(NC(=O)CCN2CCN(c3ccccc3)CC2)cc1,2,8,0,22,-4,1.3,15,12,-1
CCN1CCN(C(=O)C(=O)c2c(C)[nH]c3ccccc23)CC1,-1,21,0,-15,-2,-1.1,5,4,-37
CCC(=O)Nc1ccc2ccccc2c1,0,-19,1,9,-6,3.7,8,6,-12
CCCCC(=O)N/C(N)=N/c1nc2ccccc2o1,-1,-10,1,-76,3,3.4,-4,-4,-38
CCOc1ccc(C(=O)CCC(=O)N2CCN(c3ccc(O)cc3)CC2)cc1,0,-10,-2,6,-16,-2.3,5,3,-3
Nn1cnnc1SCC(=O)Nc1ccc2c(c1)OCO2,-2,-2,-3,-31,3,1.7,-4,0,4
Cc1ccc(NC(=O)COC(=O)c2ccc3c(c2)OCO3)c(C)c1,0,10,0,19,-9,1.4,-6,-13,-17
C/C(=N\N=c1/sc2ccccc2n1C)c1ccc(N2CCOCC2)cc1,2,13,-1,-10,-1,0.3,18,13,2
Cn1c(=O)cc(SCC(=O)NCC2CCCO2)c2ccccc21 (stereo not given),2,12,2,8,7,0.1,9,-1,-8
O=C(NCc1ccc2c(c1)OCO2)C1CC(=O)N(CCc2ccccc2)C1 (stereo not given),-2,10,-1,20,5,-1.1,7,-9,-13
O=C(NCc1cccs1)c1cc(S(=O)(=O)N2CCOCC2)ccc1N1CCCC1,-4,3,-1,-7,7,-0.6,9,2,6
CCOc1ccccc1C1C(C(N)=O)=C(C)Nc2nc(CCCO)nn21 (stereo not given),-3,-56,-3,19,-13,-1.2,-12,-14,-2
CN=C1SC(CC(=O)NCCc2ccc(OC)c(OC)c2)C(=O)N1C (stereo not given),-1,3,-1,3,-4&-6,0.8,7,10,7
O=C1NC(=S)N/C1=C\c1cccnc1,-2,-8,-1,35,2,-2.1,-4,-7,10
Cc1c(C(C)NC(=O)c2cc(COc3cccc4cnccc34)on2)cnn1C (stereo not given),-3,7,-5,30,-30,0.9,24,7,4
NS(=O)(=O)c1ccc(CCNC(=O)c2cccc(S(=O)(=O)N3CCCC3)c2)cc1,-3,16,0,-7,-19,-1.5,-1,0,7
CCN1C(=O)C2C(c3ccccc3F)NC(Cc3ccc(O)cc3)(C(=O)OC)C2C1=O (stereo not given),-5,7,1,-7,-9,-0.5,10,18,-2
O=C(O)c1cccc(-c2ccc(/C=N/n3cnnc3)o2)c1,2,-1,-6,9,-2,2.6,-8,-2,7
COc1cc(C(C)=O)ccc1OC(=O)c1cc2cccc(OC)c2oc1=O,-2,2,-1,17,-6,0.3,4,28,-11
O=C(COC(=O)CCC(=O)c1ccc(F)cc1)Nc1cccc(S(=O)(=O)N2CCCC2)c1,-4,3,-1,1,-5,-0.4,18,-1,6
C=CCN(CC=C)C(=O)C1CCN(S(=O)(=O)c2ccc(-n3cnnn3)cc2)CC1,1,-8,-2,-1,4,-0.3,-1,8,-6
COc1ccc(/C=C/C(=O)OCC(=O)Nc2ccc(OC)c(S(=O)(=O)N3CCCCC3)c2)cc1,-4,14,3,18,-4,0.2,-26,2,-5
COc1cccc(C(=O)NC(c2ccccc2)C2CCCC2)c1 (stereo not given),-5,15,-2,11,6,-0.1,18,9,8
COc1ccccc1CNC(=O)C1CCC(CNS(=O)(=O)c2ccc(C)cc2)CC1 (stereo not given),-1,4,2,3,5,1.2,23,24,-14
O=C(Cn1cnc2c(OCc3ccccc3)ncnc21)NCCN1CCOCC1,-2,-11,-1,7,-3,-0.1,5,6,-4
Cc1ccc(-c2csc(NC(=O)/C=C/c3ccco3)c2C(=O)O)cc1,0,2,-1,-90,2,1.6,76*,79*,81*
CSCC[C@H](NC(=O)[C@H](Cc1ccccc1)n1c(=O)[nH]c2ccccc2c1=O)C(=O)N1CCC[C@H]1C(=O)O,-1,0,-1,6,-4,0.5,2,2,3
COc1ccc(NC(=O)C(C)N2C(=O)c3ccccc3C2=O)cc1S(=O)(=O)N1CCOCC1 (stereo not given),-1,-3,-2,-29,-11,1.5,-5,-2,9
OCCCc1nc2n(n1)C(c1cccs1)C=C(c1ccc(Br)cc1)N2 (stereo not given),1,-13,2,27,.,-0.1,35,32,4

# This is a subset. The share of hits here may be higher or lower than overall.
